Screens as filed in PubChem BioAssay.
GlmU inhibition = inhibition of mycobacterial GlmU enzyme – biochemical, glucosamine-1-phosphate acetyltransferase (AID 1376) | inhibition, %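 (tested at 30 µM in the primary screen)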; hits with a dose series show IC50 in µM | M. tuberculosis GlmU acetyltransferase enzyme assay; higher % means a stronger effect | actives 0.25% (n = 220,000); in the data active = inhibition above about 13%; inconclusive = no clear call, values can overlap the other calls;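 note: 0% = complete reaction with vehicle and 100% = reaction without substrate; strong numbers were not always called active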
RmlCD inh 1536 = blocks M. tuberculosis RmlC and RmlD coupled enzymes. RmlC+RmlD coupled enzyme assay, percent inhibition; primary screen in compound mixtures. inhibition, % at 3.6 µM. actives 0.03% (n = 160,000). AID 1533; in the data active = inhibition mostly above about 34%, no sharp cut-off; inconclusive = no clear call, values can overlap the other calls; inactive = mostly below about 22%; note: some results filed as inactive read as strong as hits
Target sequence (P9WH09 whole entry, looked up): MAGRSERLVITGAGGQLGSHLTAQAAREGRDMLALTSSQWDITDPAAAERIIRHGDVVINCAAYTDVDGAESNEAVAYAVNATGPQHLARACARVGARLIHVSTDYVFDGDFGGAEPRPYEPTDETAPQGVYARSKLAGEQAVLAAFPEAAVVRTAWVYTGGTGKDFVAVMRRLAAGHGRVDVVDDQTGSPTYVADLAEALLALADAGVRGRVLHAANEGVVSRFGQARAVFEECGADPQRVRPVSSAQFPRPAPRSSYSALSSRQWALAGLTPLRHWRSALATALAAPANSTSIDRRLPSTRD
Target sequence (P9WH11 whole entry, looked up): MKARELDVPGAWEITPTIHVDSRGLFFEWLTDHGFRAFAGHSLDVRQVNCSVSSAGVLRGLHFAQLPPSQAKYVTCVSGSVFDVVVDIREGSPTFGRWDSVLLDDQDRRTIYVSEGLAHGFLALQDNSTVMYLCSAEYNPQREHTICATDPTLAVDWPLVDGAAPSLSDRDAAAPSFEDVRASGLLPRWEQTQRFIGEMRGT
An asterisk follows results filed as active; ? = inconclusive; . = not tested or not shown. This is a subset; the hit share may differ from the screen's.

Sequence of screens: GlmU inhibition | RmlCD inh 1536
- O=C(NCCOCC(F)(F)C(F)F)c1cc(F)c(F)cc1Cl
→ 4.6% | 10
- Cc1ccc(N2C(=O)N(CC(=O)N(C)Cc3ccccc3)C(=O)C2C)cc1 (centres undefined)
→ 1.0% | 6
- C=CCn1c(SCC(=O)CC(=O)OCC)nc2cc(C(=O)N3CCC(C(N)=O)CC3)ccc2c1=O
→ -0.1% | -8
- CCOc1ccc(/C=N/n2c(SC)nnc2-c2ccccc2)cc1OCC
→ 1.6% | .
- C=CCn1c(O)c(/C=N/N2CCOCC2)c(=O)[nH]c1=S
→ -2.1% | -4
- S=C(NC1CCCCC1)N1CCN(c2ncccn2)CC1
→ 2.8% | .
- COC(CNC(=O)[C@H](CSCc1ccccc1)N1Cc2ccccc2C1=O)OC
→ -0.6% | 1
- NS(=O)(=O)c1ccc(CNC(=O)/C=C/c2ccccc2)cc1
→ 1.5% | 6
- COc1ccc2oc(-c3ccc(C)c(NC(=O)c4ccc(N5CCOCC5)c([N+](=O)[O-])c4)c3)nc2c1
→ -0.5% | 0
- O=C(Nc1ccc(OCC(=O)N2CCN(S(=O)(=O)c3ccccc3)CC2)cc1)c1ccco1
→ 2.5% | .
- Cc1ccccc1NC(=S)NC(NC(=O)C(C)(C)C)C(Cl)(Cl)Cl (centres undefined)
→ 3.7% | 8
- O=C(NCCN1CCOCC1)C1CCC(=O)N1C1CCCCC1 (centres undefined)
→ -11% | .
- CCC(C)c1ccc(O)c(NC(=O)c2cncc(Br)c2)c1 (centres undefined)
→ 1.1% | 7
- COc1ccc(C(=O)N2CCN(Cc3cc(OC)c(O)c(OC)c3)CC2)cc1OC
→ 2.3% | -9
- O=C(c1cccc(S(=O)(=O)N2CCCC2)c1)c1cccc(S(=O)(=O)N2CCCC2)c1
→ 2.4% | ?
- COCCNC(=O)C1CC(c2ccc(C(F)(F)F)cc2)=NO1 (centres undefined)
→ -2.4% | .
- COC(=O)C1(C(F)(F)F)N=C2Sc3ccccc3N2C(N2CCOCC2)=N1 (centres undefined)
→ -0.7% | 6
- C=C(C)c1cccc(C(C)(C)NC(=O)Nc2cc(C)ccc2OC)c1
→ 2.4% | .
- Cc1nn(C)c(Cl)c1C(=O)NCC(=O)Nc1ccc(C(C)C)cc1
→ 1.0% | -27
- CCOc1ccc(N=C2NC(=O)S/C2=C\c2ccc(Cl)cc2)cc1
→ -6.6% | .
- Cc1ccc2c(c1)C1CN(C)CCC1N2C(=O)/C(C#N)=C/c1ccc2c(c1)OCO2 (centres undefined)
→ -7.4% | .
- Cc1ccc(NC(=S)c2nc3ccccc3s2)cc1
→ -2.0% | 4
- Cc1ccc(CCP(=O)(O)CN2CCOCC2)cn1
→ 4.1% | -13
- COc1ccc(C(=O)N(c2ccccc2)C2C=CS(=O)(=O)C2)cc1 (centres undefined)
→ -4.1% | -5
- Cc1cnc(NC(=O)C2(c3ccccc3)CC2)s1
→ 1.3% | 13
- CC1(C)OC(=O)N(CCc2ccccc2)C1(C)O (centres undefined)
→ 0.7% | .
- CCCCCCSC1=C(C#N)C(=O)NC2(CCCCC2)S1
→ 1.6% | .
- COc1cccc(-c2noc(C3CCCN(S(=O)(=O)c4cccc(Cl)c4C)C3)n2)c1 (centres undefined)
→ 5.6% | .
- NC(=O)c1oc2ccccc2c1NC(=O)c1ccc(F)cc1
→ -0.2% | -9
- CCCCn1c(SCC(=O)c2ccc(OC)c(OC)c2)nc2cc(S(N)(=O)=O)ccc21
→ 0.4% | -11

3 records drawn at random from those above, as already listed:
Sequence of screens: GlmU inhibition | RmlCD inh 1536
- S=C(NC1CCCCC1)N1CCN(c2ncccn2)CC1
→ 2.8% | .
- COC(CNC(=O)[C@H](CSCc1ccccc1)N1Cc2ccccc2C1=O)OC
→ -0.6% | 1
- Cc1ccccc1NC(=S)NC(NC(=O)C(C)(C)C)C(Cl)(Cl)Cl (centres undefined)
→ 3.7% | 8

The listing continues.
Sequence of screens: GlmU inhibition | RmlCD inh 1536
- CN(C)CCSc1nnc2sc3ccccc3n12
→ 3.8% | 9
- O=C(NCc1n[nH]c(=S)n1-c1cccc(Cl)c1)c1ccc(S(=O)(=O)N2CCCC2)cc1
→ -3.6% | .
- CC1(C)O[C@@H]2[C@@H](CO[C@@]3(COS(N)(=O)=O)OC(C)(C)O[C@@H]23)O1
→ 1.1% | -11
- COc1ccc(NS(=O)(=O)c2cccc(NC(=O)NC3CCCCC3)c2)cc1
→ 3.1% | 6
- CCOC(=O)C1(CC2CC2)CCN(Cc2ccc3cccc(F)c3n2)CC1
→ 0.7% | -6
- O=C(Cn1cnc2c(nnn2Cc2ccc(Cl)cc2)c1=O)N1CCCc2ccccc21
→ 1.0% | .
- Cc1cc(C)nc(SCC(=O)c2ccc(O)cc2O)n1
→ -4.4% | 5
- O=C(Oc1ccc2ccc(=O)oc2c1)N1CCOCC1
→ 4.6% | 6
- O=C(CN1CCN(c2ccccc2O)CC1)NC(=O)NC1CCCC1
→ 0.3% | 7
- Cc1ccc(-c2cc(-c3ccccc3)c(C#N)c(N)n2)o1
→ -7.4% | -3
- O=C(NCc1cccs1)c1cccn2c(=O)c3sccc3nc12
→ 0.3% | -6
- COc1ccc(OC)c(/C=N\NC(=O)c2ccc(=O)n(C)c2)c1
→ 7.4% | .
- Cc1ccc2c(CN3CC=C(c4ccccc4)CC3)cc(=O)oc2c1C
→ -5.7% | -13
- Cc1ccccc1C(=O)Nc1ccccc1-n1cccc1
→ 4.3% | .
- COc1ccc(N2CCN(CC(O)c3c[nH]c4ccc(OC)cc34)CC2C)cc1 (centres undefined)
→ -1.6% | 6
- CC1CN(c2ccc([N+](=O)[O-])cn2)CC(C)O1 (centres undefined)
→ 1.1% | -6
- N#Cc1c(NC(=O)CSc2n[nH]c(N)n2)oc(-c2ccccc2)c1-c1ccccc1
→ -5.5% | -10
- COc1c(Cl)cccc1-c1cn2ccc(C)cc2n1
→ -4.8% | 5
- COc1ccc(C2C(C#N)=C(N)Oc3cc(C)[nH]c(=O)c32)cc1OC (centres undefined)
→ -6.2% | .
- O=C(CSc1nnc(Cc2ccccc2)o1)c1ccc(F)cc1
→ -4.7% | 3
- COc1ccccc1-n1c(SCC(=O)Nc2ccc(F)cc2)nc2c(c1=O)SCC2
→ 3.1% | -9
- S=C1CCC(c2ccc(Cl)cc2)=NN1c1ccccc1
→ -4.0% | 2
- CCCNC(=O)N1C2CCC1CC(O)(c1cccnc1)C2 (centres undefined)
→ 6.0% | .
- COC(=O)Nc1ccc(S(=O)(=O)NCc2ccccn2)cc1
→ 6.9% | -9
- CCOC(=O)C1(CC2CCCCO2)CCN(Cc2nc3ccccc3nc2C)CC1 (centres undefined)
→ -2.6% | -6
- COc1ccccc1N1C(=O)CC1(C#N)c1ccc(OCc2ccccc2)cc1 (centres undefined)
→ 4.9% | -9
- CCOC1=C/C(=C/c2c(N)n3nc(S(=O)(=O)CC)sc3nc2=O)C=CC1=O
→ 6.6% | -6
- Cc1ccc(-c2nc3ccccc3c(=O)n2NC(=O)c2cccs2)cc1
→ 2.0% | 8
- Cc1oc(C(C)(C)C)c(CN2CCOCC2)c1C(=O)O
→ 2.2% | -6
- CC1CCN(S(=O)(=O)c2ccc(NC(=O)N3c4ccccc4Sc4ccccc43)cc2)CC1
→ -3.5% | 6

In the list so far, two have a tert-butyl group.
Sequence of screens: GlmU inhibition | RmlCD inh 1536
- Cc1ccccc1NC(=S)NC(NC(=O)C(C)(C)C)C(Cl)(Cl)Cl (centres undefined)
→ 3.7% | 8
- Cc1oc(C(C)(C)C)c(CN2CCOCC2)c1C(=O)O
→ 2.2% | -6

Remaining list, next part.
Sequence of screens: GlmU inhibition | RmlCD inh 1536
- O=C1c2ccccc2N(Cc2ccc(Cl)cc2)C2=NCCN12
→ 1.6% | 2
- CCN(CC)C(=O)c1cccc2c1C(=O)c1ccccc1-2
→ 2.2% | .
- Cc1ccc(CNC(=O)COC(=O)CCC(=O)c2cccs2)cc1
→ 0.3% | 7
- Cc1nn(-c2ccccc2)c(N2CCCC2)c1/C=C1\N=C(c2ccc(F)cc2)OC1=O
→ -2.8% | .
- CCOC(=O)C1C(=O)CC(C)(O)C(C(=O)OCC)C1c1cc(Br)ccc1OC (centres undefined)
→ -2.9% | 2
- CC(C)Oc1ccc(/C=C(/NC(=O)c2ccccc2)C(=O)NCCC(=O)O)cc1
→ 2.4% | 0
- O=C(Nc1nc(-c2ccc(S(=O)(=O)N3CCCC3)cc2)cs1)c1ccco1
→ -0.9% | -7
- COc1ccc(CNc2c(CO)cnc3c2cnn3C)cc1
→ -7.6% | -5
- Cc1ccc(-c2cnc(SCC(=O)N3CCCc4ccccc43)n2C)cc1
→ 1.6% | .
- O=C(CSc1nc2ccccc2c(=O)n1NC(=O)Cc1ccccc1)NCc1ccccc1
→ -1.5% | 1
- C=CCNC(=O)c1ccc2c3n(nc2c1)-c1ccc(C)cc1CO3
→ 0.2% | .
- O=C(O)CCn1c(=O)sc2ccccc21
→ 1.9% | .
- CC1=C(C(=O)OC2CCCC2)C(c2coc3ccccc3c2=O)C2=C(CCCC2=O)N1 (centres undefined)
→ 1.0% | -11
- COC(=O)c1sccc1NC(=O)/C=C/c1ccc(Cl)cc1
→ -6.0% | -1
- COc1ccc(C(=O)NCCc2nnc(SCc3nc4ccccc4c(=O)[nH]3)n2C)cc1
→ -4.0% | .
- CC1(C)NC(=O)N(CC(O)COc2ccccc2C(=O)Nc2ccccc2)C1=O (centres undefined)
→ 3.3% | .
- CCN1CCN(c2cc(N3CCc4ccccc4C3)c(F)cc2[N+](=O)[O-])CC1
→ -10% | 18
- COc1ccc(S(=O)(=O)n2nc(OC(=O)c3ccc(C)cc3)cc2N)cc1
→ 1.6% | .
- CCOC(=O)CSc1nc2cc(C(=O)N3CCC(C(N)=O)CC3)ccc2c(=O)n1-c1ccccc1
→ 3.2% | .
- Cc1ccc(CCC(=O)Nc2nccs2)o1
→ 5.9% | -7
- Cc1cccc(NC(=S)NNC(=O)c2ccco2)c1
→ 5.7% | -8
- CC(=O)N(C)C1(c2nnnn2CCOC(=O)Nc2cccc3ccccc23)CCCC1
→ 2.3% | .
- CC1(C)C2([N+](=O)[O-])CN(CCO)CC1([N+](=O)[O-])CN(CCO)C2
→ 0.3% | .
- NNC(=S)Nc1ccccc1Cl
→ 2.3% | .
- CC(C)(C)NC(=O)NC(=O)CN1CCN(C(c2ccccc2)c2ccccc2)CC1
→ 0.3% | 5
- COc1ccccc1-c1nnc(-c2ccc(N3CCOCC3)cc2)o1
→ 1.2% | -8
- COc1ccc(S(=O)(=O)N2CCOC2CNC(=O)C(=O)NCc2ccco2)cc1OC (centres undefined)
→ 3.6% | -8
- Cn1c(Cc2ccccc2)nnc1SCC(=O)Nc1ccccc1
→ -1.7% | .
- COc1ccccc1CNC(=O)Cn1cccc1
→ 1.2% | 0
- COc1ccc(S(=O)(=O)N[C@@H](Cc2ccccc2)C(=O)N2CC[C@@]3(O)CCCC[C@H]3C2)cc1
→ 2.4% | -4

(next part)
Compound	GlmU inhibition	RmlCD inh 1536
CCOc1ccc(CN2CCN(Cc3[nH]c4ccccc4c3C)CC2CCO)cc1 (centres undefined)	5.0%	11
Cc1nc(=O)c(-c2ccccc2)c(C)n1-c1ccccc1C(=O)O	0.0%	.
CCOc1cc(/C=N/NC(=O)CCn2nnc3ccccc32)ccc1O	-2.9%	-4
O=C(CSc1nc(NS(=O)(=O)c2ccccc2)cc(=O)[nH]1)Nc1ccc(Cl)cc1	-7.4%	11
O=C(NC(=S)Nc1cccc(Cl)c1N1CCCCC1)c1cccs1	5.8%	.
COc1ccccc1N1CCN(S(=O)(=O)c2ccc(F)cc2)CC1	4.8%	.
CC(C)CC(NC(=O)OC(C)(C)C)C(=O)O (centres undefined)	-0.3%	22
O=C(CC(=O)N/N=C\c1ccc([N+](=O)[O-])cc1)NCCc1ccccc1	1.8%	-16
CC1CCCC(C)N1C(=O)CSc1nnc(NC(=O)c2cccs2)s1 (centres undefined)	1.2%	17
Cn1c(CNc2nc(-c3ccccc3)cs2)nnc1SCC(=O)c1ccccc1	-3.2%	.
C/C=C/C(=O)Nc1nnc(C2CCCCC2)s1	2.0%	-11
N#CCOC(=O)C1CSC2(c3ccc(Br)cc3)CCC(=O)N12 (centres undefined)	-3.0%	-13
Cc1ccc2cccc(S(=O)(=O)NC3CCS(=O)(=O)C3)c2n1 (centres undefined)	-6.0%	-7
COc1ccc(C(=S)N2CCCC2)cc1C	8.2%	.
CN(CC(=O)Nc1cccc(F)c1)CC(=O)Nc1ccccc1[N+](=O)[O-]	4.6%	-11
C#CCOc1ccc(/C=N/O)cc1Cl	-3.0%	-1
CCCCn1nnnc1SCC(=O)NNC(=O)C1CCCCC1	-2.3%	.
CN1CCCC(OC(=O)c2cc(Cl)ccc2Cl)C1 (centres undefined)	-4.8%	.
COc1cccc2cc(C(=O)NCc3ccco3)c(=O)oc12	-2.5%	-1
CCN(CC)S(=O)(=O)c1cccc(C(=O)N2CC(O)CC2C(=O)O)c1 (centres undefined)	-1.2%	.

In the list so far, these contain a CF3 group:
Compound	GlmU inhibition	RmlCD inh 1536
COCCNC(=O)C1CC(c2ccc(C(F)(F)F)cc2)=NO1 (centres undefined)	-2.4%	.
COC(=O)C1(C(F)(F)F)N=C2Sc3ccccc3N2C(N2CCOCC2)=N1 (centres undefined)	-0.7%	6

(further entries)
Compound	GlmU inhibition	RmlCD inh 1536
O=C1COc2ccc(C(=O)NC3CC3)cc2N1	0.3%	8
COC(=O)c1ccc(NC(=O)Cn2cnc3c(nnn3-c3cccc(OC)c3)c2=O)cc1	-5.0%	.
CC(=O)Nc1ccc(Nc2nc3c(S(=O)(=O)c4ccc(C)c(C)c4)nnn3c3ccccc23)cc1	2.5%	7
CN(C)S(=O)(=O)c1ccc(/C(O)=C2/C(=O)C(=O)N(CCN3CCCCC3)C2c2cccnc2)cc1 (centres undefined)	8.1%	.
Cc1c(C(=O)O)cccc1N1C(=O)Nc2ccccc2N1O	-3.6%	-4
